Yeast life ext = yeast lifespan extension | AID 775 | inhibition of the nicotinamide effect, % at 10 µM | actives 0.68% (n = 130,000) | S. cerevisiae growth with nicotinamide, OD615; deaD strain in restrictive glucose medium;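 active means inhibition above a set limit, placed 3 SD over the median of all compounds, cut at about 26% in these data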;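 further: 0% = nicotinamide-treated wells and 100% = cells grown without nicotinamide; some compounds called inactive have numbers as strong as hits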
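assay system = DeaD-strain S. cerevisiae | measured by = absorbance at 615 nm | probe or stimulus = nicotinamide 1.5 mM | buffer or medium = CSMM-D glucose medium, restrictive | times = 48 h at 30 °C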
GALR2 blocker = blocks the human galanin receptor 2. inhibition, % at 4 µM. GALR2-expressing cells, antagonist mode. actives 0.39% (n = 140,000). AID 828. O43603; in the data active means inhibition above about 27%;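 further: cells stimulated with galanin 1-16 at roughly its EC80; 0% = agonist challenge control and 100% = basal control without agonist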
Target sequence (O43603 whole entry, looked up): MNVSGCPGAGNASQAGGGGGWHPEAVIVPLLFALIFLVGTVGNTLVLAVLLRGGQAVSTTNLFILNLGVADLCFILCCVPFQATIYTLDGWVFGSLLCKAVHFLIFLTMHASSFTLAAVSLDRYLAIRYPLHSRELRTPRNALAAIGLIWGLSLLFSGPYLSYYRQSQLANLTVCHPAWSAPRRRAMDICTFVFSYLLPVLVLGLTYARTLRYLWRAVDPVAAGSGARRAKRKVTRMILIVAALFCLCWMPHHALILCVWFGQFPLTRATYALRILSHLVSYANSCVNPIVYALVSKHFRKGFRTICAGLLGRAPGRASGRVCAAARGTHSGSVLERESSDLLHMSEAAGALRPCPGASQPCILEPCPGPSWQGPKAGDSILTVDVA
HCT116 PTEN-null = suppresses growth of cells with PTEN deletion; HCT116 PTEN-null viability, CellTiter-Glo, 60 h; active compounds read low; viability, % at 10 µM; actives 1.2% (n = 140,000);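 active means viability at or below a set limit, 4 SD under the median of all tested compounds, cut at about 3.7% in these data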;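 further: PTEN knockout HCT116 line with beta catenin targeted HCT116 as companion control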
Measles CPE = protection of cells from measles virus | Measles virus-infected cells, CPE protection, absorbance | protection (pct of control), % at 4 µM | actives 1.5% (n = 140,000) | AID 841; in the data active means protection mostly above about 24%, no sharp cut-off; inactive means mostly below about 26%; further: some compounds called inactive have numbers as strong as hits
MRP-1 activ = activators of MRP-1. viability increase, % at 10 µM. H69AR cells + doxorubicin, viability rescue, CellTiter-Glo. actives 0.61% (n = 140,000);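 active means viability gain under doxorubicin at or above a set limit, the compound median plus 3 SD, cut at about 4.7% in these data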;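 further: MRP-1 overexpressing cells given doxorubicin 25 µM after compound pretreatment; 18-22 h compound pretreatment then 72 h with doxorubicin before readout; 0% = doxorubicin-only wells and 100% = vehicle-treated cells without doxorubicin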
Phagocyt inh = macrophage phagocytosis inhibition | J774A.1 macrophage IgG-bead phagocytosis, imaging | inhibition, % at 5 µM | actives 0.07% (n = 110,000) | AID 1029;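 active means inhibition above the mean of the plate negative controls plus 5 SD, cut at about 13% in these data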;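 further: phagocytic index as fraction of beads internalized from green versus red external bead signal; plate controls were DMSO negative control for no effect and cytochalasin-D positive control for full effect; some results beyond the cut were filed as inactive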
Yeast growth inh = chemicals that inhibit yeast BB579 growth in restrictive medium (lifespan-shortening candidates) | S. cerevisiae BB579 growth, OD615, 48 h | inhibition, % at 10 µM | actives 0.51% (n = 140,000) | AID 804;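 active means inhibition above a set limit, 3 SD over the mean compound inhibition, cut at about 44% in these data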; further: inactives centre near -24
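controls = amphotericin B 10 µg/mL, positive | assay system = DeaD yeast strain BB579 | schedule = 48 h compound exposure at 30 °C after 4 h preincubation | detection = OD615 turbidity measurement | medium = restrictive CSMM-D medium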
NPY Y2 blocker = NPY-Y2 (human) receptor antagonism; P49146; NPY-Y2 expressing cells, antagonist mode; inhibition, % at 2.7 µM; actives 0.99% (n = 140,000); AID 793; in the data active means inhibition above about 17%;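 further: 0% = vehicle with agonist challenge and 100% = reference antagonist with challenge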
Target sequence (P49146 whole entry, looked up): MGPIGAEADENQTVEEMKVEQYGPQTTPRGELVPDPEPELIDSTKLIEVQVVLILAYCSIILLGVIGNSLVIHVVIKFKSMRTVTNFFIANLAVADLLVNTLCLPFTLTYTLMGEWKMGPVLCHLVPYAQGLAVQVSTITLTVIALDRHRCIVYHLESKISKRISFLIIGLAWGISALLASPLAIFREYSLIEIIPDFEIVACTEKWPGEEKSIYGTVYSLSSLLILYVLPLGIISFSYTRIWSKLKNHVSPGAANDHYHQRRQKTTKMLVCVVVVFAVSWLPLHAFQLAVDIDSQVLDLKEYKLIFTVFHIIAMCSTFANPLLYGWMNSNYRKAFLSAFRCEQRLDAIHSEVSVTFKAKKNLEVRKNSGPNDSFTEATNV
E-sel TNF inh = TNF alpha driven E-selectin expression inhibition; actives 0.71% (n = 120,000); AID 1246; HUVEC TNFa-induced E-selectin immunofluorescence, high content; inhibition, % at 2 µM;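 active means inhibition above the batch mean plus 3 SD, and confirmed as a hit on visual image review, cut at about 43% in these data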;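 further: 0% = TNF-stimulated DMSO wells and 100% = unstimulated control wells; not every result past the cut was called active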
HCT116 bCat-KO = beta-catenin-lacking colon tumor cell growth suppression | HCT116 beta-catenin knockout viability, CellTiter-Glo, 60 h; active compounds read low | actives 1.5% (n = 140,000) | AID 818 | viability, % at 10 µM;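 active means viability at or under a set limit, the compound median less 4 SD, cut at about 6% in these data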;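 further: 0% = Hyamine 1622 control at 20 µM and 100% = untreated cell control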
Active calls of the source: *; x = no result given. Rows were taken by chance. Share with any hit: about 6.1%.

Every second line gives: E-sel TNF inh, HCT116 bCat-KO, Yeast life ext, NPY Y2 blocker, MRP-1 activ, Measles CPE, Phagocyt inh, Yeast growth inh, GALR2 blocker, HCT116 PTEN-null
> Cc1cc(Nc2ccccc2)n(CCOC(=O)COc2ccccc2)n1
    x, 96, -9, -1, 0.3, 17, 0, -45, 5, 112
> Cc1ccc(NC(Cc2cc(C)no2)c2ccccc2)cc1 (stereo not given)
    3, 81, -5, 1, -2.3, 7, -4, -38, -7, 81
> N#Cc1c(-c2ccco2)cc(C2CC2)nc1N
    x, 100, -26, 3, -1.5, 8, 0, -41, -4, 82
> COCCCNC(=O)c1ccc(N2CCOCC2)c(NS(=O)(=O)c2ccc(OC)cc2)c1
    1, 109, -14, 2, -1.0, 19, x, -51, 3, 107
> CCCOc1ccc(S(=O)(=O)NNC(=O)c2cc3ccccc3o2)cc1
    x, 98, -3, 11, 0.1, 21, -6, -2, -13, 104
> O=C1C2CCCCN2C(=O)N1CCCCN1CCN(c2ccc([N+](=O)[O-])cc2)CC1 (stereo not given)
    -35, 74, -2, 2, -4.6, 20, -1, -14, 13, 81
> Cn1c(C(=O)NCCc2ccsc2)cc2c(=O)n(C)c3ccccc3c21
    x, 93, -12, 1, -1.1, 6, 1, 0, -3, 79
> C=CCN1CCc2nc(N)sc2CC1
    x, 81, 7, 0, -1.6, 63, x, -15, -7, 100
> COc1cccc(NC(=O)CC2COc3ccccc3O2)c1 (stereo not given)
    7, 96, -9, 6, -2.3, 9, 0, -50, 4, 102
> CCCCc1nc(NCCN)c(C#N)c2c1CSC(C)(C)C2
    9, 1.7*, -8, 12, -2.6, 3, -1, -79, -18, 2.1*
> CCCCN1C(=O)/C(=C/C=C2/CC(C)(C)CN2C)SC1=S
    x, 93, -1, -2, -1.5, 6, -4, -47, -15, 88
> O=C(CN(Cc1ccc(F)cc1)C(=O)CCC(=O)Nc1ccccn1)NCc1ccco1
    -10, 91, -7, 0, -2.7, 4, 0, -24, -3, 100
> Cc1ccc(/C=N/n2nnnc2N)cc1[N+](=O)[O-]
    -18, 97, -19, 1, 0.9, 29, 1, -8, -4, 96
> CCc1ccccc1NC(=O)CC1S/C(=N\c2nccs2)N(CC)C1=O (stereo not given)
    3, 89, -10, 1, -1.9, 10, -1, -27, 10, 94
> CC(C)Oc1ccc(C(=O)Nc2ccc(N3CCCCC3)cc2)cc1
    x, 67, -1, -3, 0.7, 18, -4, -52, -3, 69
> CC(=O)NC(CCS(C)(=O)=O)C(=O)Nc1ccc(Cl)c(Cl)c1 (stereo not given)
    -5, 94, -12, 4, -0.4, 8, -2, -11, 11, 103
> O=[N+]([O-])c1ccc(O)c(/C=N/Nc2ccc(Cl)nn2)c1
    100*, 7, -15, 0, -3.4, 3, 3, -30, -8, 8
> COC(=O)c1ccc(-c2nc(O)c3cnccn23)cc1
    -9, 85, -5, 2, 0.1, 19, -1, -37, 2, 89
> CC(C)C(=O)Nc1cccc(NC(=O)c2cc3ccccc3o2)c1
    -9, 91, -11, 1, 0.9, 10, -1, -24, 4, 113
> CC(=O)Nc1ccccc1OCC(=O)c1ccc2c(c1)OCO2
    x, 93, -9, 1, -0.9, 20, 1, -3, 12, 90
> CC(NC(=O)c1noc2c1CCCC2)c1ccccc1 (stereo not given)
    -4, 60, -21, 1, -4.2, 7, -1, -10, -16, 58
> COc1ccc(CNC(=S)NCc2ccc(OC(C)C)cc2)cc1
    -16, 97, 2, 8, 0.1, 7, -4, -2, 7, 104
> CC1=CC(C2CC(=O)N(c3ccccc3C)C2=O)CC2C(=O)N(c3ccccc3C)C(=O)C12 (stereo not given)
    -6, 92, -1, 1, -1.5, 10, 0, -13, -7, 89
> Cc1cccc(C(=O)NN2C(=O)C3C(c4ccccc4)C=CC(c4ccccc4)C3C2=O)c1 (stereo not given)
    -16, 91, -1, -1, -1.2, 13, x, -4, -3, 92
> O=C(Nc1nnc(C2CC2)s1)C1CC(=O)N(c2ccc3c(c2)OCCO3)C1 (stereo not given)
    x, 94, 2, 3, -1.8, 12, -10, -51, -6, 94
> CCC(=O)Nc1cccc(-n2nnnc2SCC(=O)c2ccc(C)c(C)c2)c1
    -2, 59, -8, 0, -0.6, 23, -10, -2, -8, 66
> COc1ccc(CC(=O)N2CC(C)CC(C)C2)cc1 (stereo not given)
    -7, 92, -9, 4, -0.9, 3, 0, -19, 12, x
> CCCCN(C(=O)NC(=O)Nc1c(C)cc(C)cc1C)S(C)(=O)=O
    x, 87, -15, 0, -1.1, 3, 1, -49, 3, 94
> O=C(O)c1cc(S(=O)(=O)N2CCOCC2)ccc1N1CCOCC1
    -16, 100, 4, 3, -0.2, 5, 0, -27, 3, 107
> CCOc1cc(C2C(C(=O)O)c3cc(OCC)c(OCC)cc3C(=O)N2C)ccc1O (stereo not given)
    1, 103, -17, 9, -0.4, 17, 3, -19, -8, 100

Next part, starting with the last 2 of the part before.
Every second line gives: E-sel TNF inh, HCT116 bCat-KO, Yeast life ext, NPY Y2 blocker, MRP-1 activ, Measles CPE, Phagocyt inh, Yeast growth inh, GALR2 blocker, HCT116 PTEN-null
> O=C(O)c1cc(S(=O)(=O)N2CCOCC2)ccc1N1CCOCC1
    -16, 100, 4, 3, -0.2, 5, 0, -27, 3, 107
> CCOc1cc(C2C(C(=O)O)c3cc(OCC)c(OCC)cc3C(=O)N2C)ccc1O (stereo not given)
    1, 103, -17, 9, -0.4, 17, 3, -19, -8, 100
> CCOC(=O)c1sc(N)c(C#N)c1CSc1nnc(C2CCCCC2)n1N
    -6, 95, -5, -1, 0.2, 10, 0, -24, -6, 94
> COc1ccc(NC(=O)CSc2c3c(nc4cc(Cl)ccc24)CCCC3)cc1OC
    x, 62, 0, 0, -5.9, 9, 0, -6, 15, 72
> CCn1c(=O)c(C(=O)NCc2ccc(OC)cc2)c(O)c2ccccc21
    1, 107, -4, 4, -0.5, 8, -1, -42, 3, 107
> O=C(NCc1ccco1)c1ccc2nc3sc4c(c3c(=O)n2c1)CCCC4
    x, 33, -21, -2, -5.4, 3, -1, -33, 1, 43
> Cc1cccc(NC(=O)NNC(=O)c2c(Cl)c(C)nn2C)c1
    6, 93, 6, 3, -1.0, 6, 2, -43, 2, 94
> Cc1ccc(C)c(NC(=O)CSc2nnc(CSc3nc(C)cc(C)n3)n2Cc2ccco2)c1
    x, 83, -5, 4, -1.3, 9, -1, -51, 0, 96
> CC(=O)Nc1c(O)nc(SCC(=O)Nc2cccc(C)c2)[nH]c1=O
    10, 91, -6, -1, -2.3, 10, -1, -12, -3, 96
> C=C(C)c1cccc(C(C)(C)NC(=O)N2CCN(c3ccccc3OC)CC2)c1
    20, 72, 4, 6, -0.9, 8, -7, -10, -1, 94
> Cn1c(=O)[nH]c(=O)c2c1nc(Br)n2CCCO
    8, 81, -10, -2, -1.6, 2, 0, -15, -4, 87
> COc1ccc(NC(=S)N2CCC(N(C)CCN3CCOCC3)CC2)cc1
    -17, 95, 0, 2, -0.9, 4, -9, -16, 8, 94
> c1ccc(CNCC2COc3ccccc3O2)cc1 (stereo not given)
    12, 95, x, 2, 0.3, 4, x, -34, -8, 101
> CCn1c(N2CCN(C(=O)NC3CCCCC3)CC2)nc2ccccc21
    24, 80, x, -3, -1.4, 12, x, -19, 0, 91
> Cc1cc(NC(=O)c2ccc3c(c2)OCCO3)no1
    7, 79, -10, 3, -0.2, 13, 0, -19, 1, 72
> CN(C)/C=N/c1ncc(C(=O)c2ccccc2)s1
    24, 90, -27, 0, 0.0, 4, 1, -39, -1, 98
> Cc1sc2nc(CN(C(=O)c3cccs3)C3CCCC3)[nH]c(=O)c2c1C
    x, 79, -1, 4, -4.2, 6, 0, -28, -3, 67
> Cc1ccccc1C(=O)NNC(=S)Nc1cccc(C(F)(F)F)c1
    x, 61, -2, 2, -2.6, 8, 9, -6, 1, 58
> CCc1ccc(NCCC(=O)c2ccc(Br)cc2)cc1
    -28, 85, -13, 2, -1.3, 19, 1, -12, 6, 78
> CC1(C)CC(=O)C2=C(C1)N(c1ccc(F)cc1)C(=O)CC2c1cccnc1 (stereo not given)
    -20, 83, -3, 3, -1.8, 9, 0, -3, -1, 93
> Cc1ccc2nc(NC(=O)CCn3c(=O)sc4ccccc43)sc2c1
    1, 88, -11, 11, -1.0, 7, 0, -41, 3, 81
> COc1cc2c(cc1OC)C(C)N(C(=O)c1cc3ccccc3o1)CC2 (stereo not given)
    -25, 36, -11, 6, -2.0, 6, x, 18, -1, 48
> CCOC(=O)NS(=O)(=O)c1ccc(CCNC(=O)c2cc(C)on2)cc1
    x, 94, 7, 0, -0.5, 5, -5, 8, 7, 102
> Cc1cc(OCCCCCNCCO)ccc1Cl
    0, 54, -10, 2, -5.0, -1, x, -7, -3, 59
> CCOC(=O)N1CCN(C(=O)CSCc2ccccc2C)CC1
    17, 104, -19, -3, -2.9, 4, x, 14, -6, 96
> O=C(CCC1CCCC1)N1CCC(N2CCCCCC2)CC1
    5, 85, -2, 1, -2.0, 4, -6, -47, -6, 90
> Cc1ccccc1NC1=C/C(=N\S(=O)(=O)c2cccs2)c2ccccc2C1=O
    76*, 1.5*, -2, -6, -2.6, 4, 0, 5, 63*, 1.9*
> CCOC(=O)N1CCN(c2c(N3CCC(N4CCCCC4)CC3)c(=O)c2=O)CC1
    x, 91, -8, 0, -1.8, 4, 0, -11, 4, 99
> CCN(CC)CCNC(=O)Cn1cnc2sc(C)c(S(=O)(=O)N3CCOCC3)c2c1=O
    32, 101, -1, 2, -2.8, 11, x, -37, -19, 102
> O=C(CSc1nnc(CSc2nc3ccccc3s2)o1)NC1CCCCC1
    x, 91, 27, 7, -2.2, 40, 0, -59, 6, 101

Four compounds picked at random from the list so far:
Every second line gives: E-sel TNF inh, HCT116 bCat-KO, Yeast life ext, NPY Y2 blocker, MRP-1 activ, Measles CPE, Phagocyt inh, Yeast growth inh, GALR2 blocker, HCT116 PTEN-null
> COc1ccc(CC(=O)N2CC(C)CC(C)C2)cc1 (stereo not given)
    -7, 92, -9, 4, -0.9, 3, 0, -19, 12, x
> Cc1cccc(C(=O)NN2C(=O)C3C(c4ccccc4)C=CC(c4ccccc4)C3C2=O)c1 (stereo not given)
    -16, 91, -1, -1, -1.2, 13, x, -4, -3, 92
> CC(C)C(=O)Nc1cccc(NC(=O)c2cc3ccccc3o2)c1
    -9, 91, -11, 1, 0.9, 10, -1, -24, 4, 113
> CCOc1cc(C2C(C(=O)O)c3cc(OCC)c(OCC)cc3C(=O)N2C)ccc1O (stereo not given)
    1, 103, -17, 9, -0.4, 17, 3, -19, -8, 100

Source: PubChem BioAssay
